Compound activity: PubChem, National Center for Advancing Translational Sciences (NCATS)
GPT2 inh = blocks human glutamate pyruvate transaminase 2 | Recombinant GPT2, coupled pyruvate oxidase/HRP Amplex Red fluorescence | Potency, µM (series often up to 57.7 µM), for inactives: at the highest dose activity change, negative = inhibition, actives largely listed as inhibitors | Q8TD30 | 100,000 compounds, 0.25% hits | AID 1671188; further: potency means the concentration at half of the fitted maximal effect; nearly all actives have a fitted effect of over 60% in size; many of its hits are not listed in these tables
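GPT2 10ng/uL, a-KG 250uM, L-Ala 2mM, HEPES pH7.5 + 0.0001% Tween; 30 min RT. Then Amplex mix (PO/HRP/ThPP), 30 min RT dark, fluorescence. AOA 50uM used as positive control.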
FLuc inh = blocks purified firefly luciferase enzyme activity | P08659 | purified P. pyralis luciferase, luminescence, biochemical | Potency, µM (highest dose often 115 µM), for the others: top-dose activity change, negative = inhibition, usual class: inhibitors | 76,000 compounds, 2.5% hits | AID 1347043; further: potency means the concentration at half of the fitted maximal effect; nearly all actives have a fitted effect of over 65% in size
Target sequence (P08659 whole entry, looked up): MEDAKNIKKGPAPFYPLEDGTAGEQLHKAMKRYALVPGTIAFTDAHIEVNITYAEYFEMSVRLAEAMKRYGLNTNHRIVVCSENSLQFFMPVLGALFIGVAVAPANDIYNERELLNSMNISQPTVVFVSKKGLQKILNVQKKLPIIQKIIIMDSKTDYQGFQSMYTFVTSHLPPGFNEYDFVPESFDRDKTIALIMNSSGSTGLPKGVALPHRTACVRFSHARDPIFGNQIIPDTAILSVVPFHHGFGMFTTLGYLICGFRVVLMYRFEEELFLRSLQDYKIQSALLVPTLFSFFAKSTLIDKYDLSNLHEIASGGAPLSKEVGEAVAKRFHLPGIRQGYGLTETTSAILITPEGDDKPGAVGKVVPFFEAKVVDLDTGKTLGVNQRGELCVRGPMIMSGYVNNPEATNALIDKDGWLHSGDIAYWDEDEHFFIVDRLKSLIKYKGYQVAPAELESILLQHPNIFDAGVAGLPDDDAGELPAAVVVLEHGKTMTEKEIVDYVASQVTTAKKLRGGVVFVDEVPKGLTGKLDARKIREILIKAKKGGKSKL
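Purified P. pyralis luciferase (10nM final) in 50mM Tris acetate pH 7.5, 10mM Mg acetate, 0.01% Tween-20, 0.05% BSA with 10uM D-luciferin and 10uM ATP. Compounds titrated qHTS. Luminescence imaged on CCD.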
HEK cytotox = cytotoxic compounds in HEK 293 cells | Potency, µM (highest dose often 115 µM), inactives show top-dose activity change, negative = cytotoxicity, actives largely listed as inhibitors | HEK 293 viability, ATP luminescence (CellTiter-Glo), 48-72 h | 94,000 compounds, 6.6% hits; further: potency means the concentration at half of the fitted maximal effect; nearly all actives have a fitted effect of over 60% in size
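HEK 293 seeded at 250 cells/well receive compound via pintool. After 48 or 72 hr at 37 degree Celsius, 5% CO2 and 95% humidity, CellTiter-Glo is dispensed and luminescence read following 10 min at room temperature.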
HEK293 viab = cell viability loss counter-screen; HEK-293-SNCA-luc viability, GF-AFC fluorescence, 24 h; Potency, µM (top dose mostly 57.1 µM), without a hit: at the highest dose activity change, negative = cytotoxicity, hits mostly cytotoxic; 150,000 compounds, 0.12% hits; AID 1671193;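 further: potency means the concentration at half of the fitted maximal effect; 0% = DMSO-treated cells and -100% = medium-only wells without cells; nearly all actives have a fitted effect of over 30% in size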
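HEK-293-SNCA-luc cells (1500/well) plated 24 h, then exposed 24 h to a dilution series; GF-AFC added 30 min at 37C, fluorescence 405/540 nm; normalised to medium-only and DMSO wells, Hill fit.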
3T3 cytotox = NIH 3T3 cell cytotoxicity; NIH 3T3 viability, CellTiter-Glo ATP luminescence, 48-72 h; Potency, µM (series often up to 96.7 µM), for the others: top-dose activity change, negative = cytotoxicity, hits mostly inhibitors; 94,000 compounds, 4.3% hits; further: potency means the concentration at half of the fitted maximal effect; nearly all actives have a fitted effect of over 55% in size
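First NIH 3T3 cells are plated at 400 cells/well; next compound is pinned in; then plates incubate 48 or 72 hr at 37 °C; finally CellTiter-Glo is added and luminescence read after 10 min.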
SNCA expr inh = reduces expression of the alpha-synuclein gene; 140,000 compounds, 0.17% hits; HEK-293 SNCA-luciferase knock-in, luminescence, 24 h; AID 1671194; Potency, µM (titrated, usually from 57.2 µM), without a hit: top-dose activity change, negative = inhibition, most hits filed as inhibitors;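 further: potency means the concentration at half of the fitted maximal effect; plate controls were DMSO cells for no effect and cell-free wells for full effect; nearly all actives have a fitted effect of over 45% in size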
IP6K1 inhibitor = inhibitors of human IP6K1; Q92551; IP6K1 kinase, ADP-Glo luminescence, 2 h; stronger effect = lower value; activity change, % (series mostly up to about 58 µM); 140,000 compounds, 0.81% hits; AID 1645851; in the data active means activity change below about -25%
Target sequence (Q92551 whole entry, looked up): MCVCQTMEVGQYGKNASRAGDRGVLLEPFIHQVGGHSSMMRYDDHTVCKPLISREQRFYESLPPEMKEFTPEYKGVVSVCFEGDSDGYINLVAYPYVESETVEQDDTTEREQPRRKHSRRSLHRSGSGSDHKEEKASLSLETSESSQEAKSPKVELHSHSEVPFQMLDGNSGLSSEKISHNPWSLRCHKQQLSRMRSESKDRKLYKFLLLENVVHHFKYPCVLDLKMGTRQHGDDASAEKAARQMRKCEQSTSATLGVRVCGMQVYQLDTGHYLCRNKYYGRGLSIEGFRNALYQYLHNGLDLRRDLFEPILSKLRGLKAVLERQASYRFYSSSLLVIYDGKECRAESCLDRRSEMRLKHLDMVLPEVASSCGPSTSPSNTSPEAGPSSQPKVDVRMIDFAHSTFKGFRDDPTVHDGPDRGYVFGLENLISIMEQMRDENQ
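ADP-Glo luminescence measures ADP made by human IP6K1 during a 2 h RT reaction with ATP/IP6 (mix at 1.3 mM/130 uM); top library doses 57.5 and 19.1 uM final.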
* hit, by the source's call; i = inactive; ? = inconclusive; · = no result given; [ ] = another dose, or the depositor's remark. Unless noted, the call rests on the fitted dose curve; in most records, active means well fitted curve in the direction sought with a large enough effect; inconclusive means small, poorly fitted or top-dose-only effect, or another doubt; inactive means no such curve, though single readings can be large; an effect the other way counts as inactive or inconclusive. Unless noted, on the % scale 0 is the no-effect control and ±100 the full control effect.

#	mol	GPT2 inh	FLuc inh	HEK cytotox	HEK293 viab	3T3 cytotox	SNCA expr inh	IP6K1 inhibitor
1	Cc1cc(C(F)(F)F)nc(CNc2cc(C3CC(O)C3)nc(N)n2)n1 (stereo not given)	-3%	7%	-6%	2%	-12%	-21%	-7
2	O=C1CC(c2ccccc2)N(Cc2ccncc2)CCCN(C(=O)NCc2ccccc2)CCN1 (stereo not given)	i	1%	-9%	-5%	-20%	-15%	26
3	C[C@@H]1CCC2C(C)(C)[C@H](O)[C@H](O)C[C@]2(C)[C@@]12Cc1c(O)cc3c(c1O2)CN(CCCC(=O)O)C3=O (stereo not given in full)	i	·	·	-1%[23.9 µM]	·	·	8
4	COCC(=O)Nc1cc(C2CC2)nn1-c1ccccc1	i	·	-25%[172 µM]	15%[87.6 µM]	?	26%[87.6 µM]	9
5	Cc1cc(CNC(=O)[C@@H]2CCC[C@@H](NC(=O)c3cc(C)n(C)n3)CN(C)C(=O)C2)no1	-6%[88.5 µM]	0%[172 µM]	i	-4%[87.6 µM]	i	6%[87.6 µM]	13
6	COc1ccc(OC)c(CN2CCNc3cnc(OCc4cccnc4)cc3C2)c1	i	-25%[172 µM]	?	3%[87.6 µM]	?	22%[87.6 µM]	-6
7	CCCCSCCCNC(=O)c1cn(CC)c2ccc(S(=O)(=O)N3CCCCCC3)cc2c1=O	·	·	·	8%	·	12%	-8
8	O=C(Cc1cccc2ccccc12)N1C[C@@H](CO)[C@H](c2ccccn2)C1	3%	2%	-55%	-18%	?	4%	1
9	CCc1c(C)sc(NC(=O)c2cc3nc(-c4ccc(OC)cc4)cc(C(F)(F)F)n3n2)c1C(=O)OC	·	·	·	9%	·	-15%	4
10	O[C@@H]1C[C@@H](c2nc(-c3ccc4c(c3)OCO4)no2)N(Cc2ccc(C(F)(F)F)cc2)C1	-5%[88.5 µM]	-2%[172 µM]	?	-5%[87.6 µM]	?	38%[activator][87.6 µM]	5
11	CC(=O)N[C@H]1CO[C@H]2[C@@H]1OC[C@@H]2n1nnnc1Oc1cccc(N(C)C)c1	4%[88.5 µM]	4%[172 µM]	i	5%[87.6 µM]	i	-7%[87.6 µM]	3
12	Cc1ccc(S(=O)(=O)c2cn(CC(=O)Nc3ccc4c(c3)OCO4)c3ccc(C)cc3c2=O)cc1	·	·	·	11%	·	?	-3
13	COc1ccc(-c2ccccc2)cc1N1C(=O)[C@@H]2C[C@H]1CN2C(=O)C(C)(C)N	0%	-8%	i	9%	3%	17%	-12
14	CNC(=O)c1noc([C@@H]2CC(F)(F)CN2Cc2cc(C)nn2C)n1	i	-5%	-1%	0%	0%	-19%	11
15	Cc1ccc(C(=O)N2CC3(C2)NC(=O)c2ccccc2O3)cc1	?	-7%[172 µM]	?	-2%[87.6 µM]	?	16%[87.6 µM]	11
16	CN(C)Cc1cc(C[C@@H]2C[C@H](NC(=O)Nc3ccc(F)cc3)C2(C)C)no1	-2%[88.5 µM]	-17%[172 µM]	?	4%[87.6 µM]	?	6%[87.6 µM]	-4
17	Cn1c(=O)oc2cc(S(=O)(=O)NCCC(=O)NCc3ccc(F)cc3)ccc21	·	·	·	-7%	·	-1%	-6
18	CC1(C(=O)NCc2ccc3c(c2)OCO3)CCCCC(=O)N1 (stereo not given)	-4%	4%	-11%	9%	3%	-17%	74
19	COc1ccc(C(=O)Nc2ccc3c(c2)CN(Cc2ccc(F)cc2)C(=O)C(C)O3)c(OC)c1 (stereo not given)	i	3%	32µM*	?	?	?	-11
20	COc1ccc(C(=O)N2CCOC[C@H](Oc3cccnc3)C2)cc1	i	3%[172 µM]	1%[172 µM]	1%[87.6 µM]	-12%[138 µM]	7%[87.6 µM]	11
21	COCC(=O)N[C@H]1C[C@@H](CO)N(Cc2scnc2C)C1	i	0%	-11%	-4%	-29%	-6%	-5
22	O=C(CCC1CCN(C(=O)c2ccccc2)CC1)NCCc1ccncc1	i	-10%	-11%	9%	i	0%	21
23	O=C(Nc1cccc(-c2nnc3n2CCCC3)c1)C1CCCC1	i	11%	11%	5%	i	0%	6
24	CC(=O)N1CCC(C(=O)N2CCCn3cc(-c4ccccc4)nc32)CC1	i	-20%	?	13%	-6%	-21%	0
25	COc1ccc(/C=C(\C#N)c2nc(-c3cc4ccccc4oc3=O)cs2)cc1OC	·	·	·	12%	·	-9%	-1
26	CCCNC(=O)[C@@H]1Cc2cn(Cc3ccccn3)c3cccc(c23)[C@H](CC(C)C)N1	-17%[88.5 µM]	-2%[172 µM]	?	?	?	?	-12
27	Cc1cccc(Cn2cccc2CNS(=O)(=O)c2ccc(Br)cc2)c1	·	·	·	3%	·	9%	2
28	O=C(Nc1cccc(Cl)c1Cl)N1CCC2(CC1)SCC(=O)N2Cc1ccco1	i	-5%	?	-11%	-20%	-2%	7
29	CCOc1ccc(C(=O)NC2CCN(c3cc(-c4ccc(F)cc4)[nH]n3)CC2)cc1	-11%	-5%	?	-5%	-1%	?	18
30	CCOc1cccc(CNc2ccc(O)cc2)c1OCc1ccccc1Cl	·	·	·	-28%	·	-14%	-11
31	COc1ccc(-c2cc3ccc(O)c(CN4CCN(CCO)CC4)c3oc2=O)cc1OC	·	·	·	?	·	30%	2
32	CCn1ccc2cc(S(=O)(=O)N3CCCN(C(=O)Nc4cccc(Cl)c4)CC3)ccc21	·	·	·	-19%	·	?	19
33	COCCN1C(=O)c2ccccc2C(C(=O)NCCc2ccc(F)cc2)C12CCCC2 (stereo not given)	4%	-10%	-3%	-19%	2%	25%	4
34	CC(C)(C)C1CCc2c(sc(NC(=O)c3cc4ccccc4c(=O)o3)c2C(N)=O)C1 (stereo not given)	·	·	·	5%	·	-21%	-10
35	COc1ccccc1OC1(C(=O)O)CCN(Cc2cnc(NC(C)C)nc2)CC1	-7%	1%	1%	-11%	4%	9%	7
36	Cc1ccc(NC(=O)CSc2nc3nccnc3c(=O)n2CCc2c[nH]c3ccccc23)cc1C	·	·	·	-7%	·	13%	6
37	CCCCOC(=O)c1ccc(NC(=O)Cc2coc3c(C)c(C)ccc23)cc1	·	·	·	4%	·	6%	3
38	Cc1ccc([S+](=O)([O-])N2CCC(N3C(=O)c4c(c(C)nn4-c4ccccc4)C3C)CC2)cc1 (stereo not given)	·	·	-21%	·	-28%	·	5
39	CC1(C)C[C@H](NC(=O)c2ccccc2)[C@@]2(CCC(=O)NCc3cccnc3)CC[C@](C)(O)C[C@@H]12	-6%	3%	-16%	4%	-2%	5%	-9
40	COc1cc(C(=O)NC2CCN(C)CC2)ccc1Nc1ncc2c(n1)N(C1CCCC1)CC(F)(F)C(=O)N2C	1%	·	·	?	·	·	-3
41	O=C([C@H]1CCC[C@H](O)C1)N1CCN(Cc2ccc(C(F)(F)F)cc2)CC1	i	-9%	?	6%	-23%	-14%	-5
42	Cc1noc(C)c1C(=O)NC1CCCN(c2ccc3nnc(C4CC4)n3n2)C1 (stereo not given)	·	·	i	·	-1%	·	5
43	CC(C)Cc1noc(-c2ccc(N3CCCC(C(C)(C)O)C3)nc2)n1 (stereo not given)	?	-35%	?	0%	?	148%[activator]	10
44	Cc1ccc(NC(=O)CN2C(=O)NC(c3ccc(Cl)cc3)C3=C2COC3=O)cc1 (stereo not given)	3%	-7%	?	-22%	?	-38%	-3
45	Cc1ccc(N2CCC(N[C@@H]3CC[C@@H](N)C3)CC2)cc1Cl	-3%	2%	7.9µM*	?	10µM*	?	0
46	O=C(CN1CCNCC1)NC1CCCCC1	2%	·	·	?	·	6%[25.6 µM]	-12
47	O=C(NCCN1CCCCC1)c1ccc(Cn2c(SCc3ccc(F)cc3)nc3cccnc32)cc1	·	·	·	?	·	?	18
48	COc1ccccc1NC(=O)N1CCOc2ccc(CN3CCc4ccccc4C3)cc2C1	2%	-14%	?	3%	?	12%	-12
49	CCc1ccc(NC(=O)Cn2c(-c3ccccc3)nc(C)c(CCO)c2=O)cc1	-23%	-9%	40µM*	?	40µM*	?	5
50	CCc1ccc(-c2nc(CSCC(=O)NCc3ccc(C)cc3)c(C)o2)cc1	·	·	·	4%	·	?	14
51	COc1cccc(-c2nc(CS(=O)(=O)CC(=O)NCCc3ccc(OC)cc3OC)c(C)o2)c1	·	·	·	-17%	·	-8%	3
52	COc1ccccc1Cn1c(=O)c(C(=O)N2CCN(Cc3ccccc3)CC2)nc2cccnc21	-1%	·	?	0%	-22%	-19%	15
53	N#Cc1ccccc1CN1CCCCC12Cc1ccccc1CNC2=O (stereo not given)	-5%	·	?	?	?	-28%	-4
54	CC(O)c1cc(C(=O)N[C@@H](C)Cn2ccc(-c3ccc(C#N)c(Cl)c3)n2)n[nH]1 (stereo not given in full)	-18%	·	·	12%	·	·	5
55	COc1ccc(N2CC(C(=O)NC(C)C)NC2=O)cc1 (stereo not given)	3%[88.5 µM]	-3%[172 µM]	-13%[172 µM]	-4%[87.6 µM]	-14%[138 µM]	4%[87.6 µM]	10
56	CC(=O)c1ccc(O[C@@H]2OC[C@@H](O)[C@H](O)[C@H]2O[C@]2(CO)O[C@H](CO)[C@@H](O)[C@@H]2O)c(O)c1	i	·	·	?	·	·	17
57	CCCNC(=O)N1CC[C@@H]2[C@H]1C(=O)N(c1cccc(F)c1)C(=O)N2Cc1cccs1	1%[88.5 µM]	-3%[172 µM]	-2%[172 µM]	-2%[87.6 µM]	-4%[174 µM]	-2%[87.6 µM]	0
58	CCN1C(=O)c2ccccc2Sc2ccc(NC(=O)c3cccc(C)c3)cc21	·	·	·	-9%	·	?	28
59	O=C(CCn1cccn1)N1CCC2(CC1)CN(Cc1ccccc1)CC2CO (stereo not given)	i	3%	?	-5%	?	-11%	17

Profiles from above:
COc1cccc(-c2nc(CS(=O)(=O)CC(=O)NCCc3ccc(OC)cc3OC)c(C)o2)c1 in the list: GPT2 inh = ·; FLuc inh = ·; HEK cytotox = ·; HEK293 viab = -17%; 3T3 cytotox = ·; SNCA expr inh = -8%; IP6K1 inhibitor = 3
COc1ccc(N2CC(C(=O)NC(C)C)NC2=O)cc1 (stereo not given) in the list: GPT2 inh = 3%[88.5 µM]; FLuc inh = -3%[172 µM]; HEK cytotox = -13%[172 µM]; HEK293 viab = -4%[87.6 µM]; 3T3 cytotox = -14%[138 µM]; SNCA expr inh = 4%[87.6 µM]; IP6K1 inhibitor = 10

Not all compounds are listed. The share of hits here may be higher or lower than overall.
